# MEKK2wt PB1 HTS = raises or lowers MEK5 binding to wildtype human MEKK2 PB1 domain; actives 1.1% (n = 290,000); binding response (% of control), % at 10 µM; bead flow cytometry, Alexa488-MEK5 binding to MEKK2 WT; actives lie on both sides; in the data active means binding response below about 67% or above about 130%
# MEKK3 PB1 HTS = modulators (inhibitors or enhancers) of MEK5 binding to human MEKK3 PB1 domain; bead-based flow cytometry, Alexa488-MEK5 binding to MEKK3; actives lie on both sides; 0 = blocked by unlabeled MEK5, 100 = vehicle; binding response (% of control), % at 10 µM; actives 1.4% (n = 290,000); AID 1529;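 active means binding response more than 3 SD above or below the average of its plate-row segment, actives on both sides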;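 further: Alexa488 bead fluorescence after subtracting the streptavidin-only scavenger bead signal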
# MEKK2mut PB1 HTS = signal of MEK5 binding to mutant human MEKK2 PB1 domain; actives 0.35% (n = 290,000); bead flow cytometry, Alexa488-MEK5 binding to MEKK2 mutant; percent response, % at 10 µM; in the data active means percent response above about 24%, passing the limit was not always enough; further: inactives centre near 1; some results filed as inactive read as strong as hits; reference of the scale not given here
# OXTR agonist = agonists of human oxytocin receptor | P30559 | CHO-OTR cells, Fluo-8 calcium fluorescence; normalized: DMSO 0%, oxytocin 100% | activation, % at 3 µM | actives 0.32% (n = 320,000);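 active means activation above the mean of all tested compounds plus 3 SD, cutoff set per screening run, cut at about 20% in these data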;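 further: peak over basal fluorescence ratio from a 100 s FLIPR kinetic read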
# Target sequence (P30559 whole entry, looked up): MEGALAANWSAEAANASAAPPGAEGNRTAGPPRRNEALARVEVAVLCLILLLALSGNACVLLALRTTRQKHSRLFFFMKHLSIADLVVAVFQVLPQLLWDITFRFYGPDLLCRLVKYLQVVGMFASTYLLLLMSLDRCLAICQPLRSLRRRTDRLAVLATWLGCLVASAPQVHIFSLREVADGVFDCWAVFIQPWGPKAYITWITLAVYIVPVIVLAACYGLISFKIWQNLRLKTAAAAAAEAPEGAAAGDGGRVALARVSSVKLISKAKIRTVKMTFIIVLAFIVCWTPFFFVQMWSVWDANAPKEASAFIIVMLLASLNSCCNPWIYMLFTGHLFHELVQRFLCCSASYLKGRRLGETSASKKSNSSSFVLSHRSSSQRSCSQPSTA
# NALP1 yeast inh = blocks the NALP1 inflammasome reconstituted in yeast. inhibition, % at 10 µM. S. cerevisiae NALP1/ASC/caspase-1 growth, X-gal OD620, 72 h. actives 0.61% (n = 280,000); in the data active means inhibition mostly above about 24%, no sharp cut-off; inactive means mostly below about 32%; further: some compounds called inactive have numbers as strong as hits
# GalR3 antag = blocks the human galanin receptor 3; actives 0.44% (n = 360,000); inhibition, % at 3 µM; AID 651719; O60755; HEK293 GalR3-CNG cAMP membrane potential fluorescence; galR3 body fused to GalR1 C-terminus;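 active means inhibition above the screen-wide average plus 3 SD, cut at about 13% in these data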;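 further: forskolin and galanin both at EC90 stimulate the cells; cAMP rise reported by CNG channel membrane potential dye signal; 0% = forskolin plus galanin with DMSO and 100% = forskolin alone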
# Target sequence (O60755 1-299 limits assumed): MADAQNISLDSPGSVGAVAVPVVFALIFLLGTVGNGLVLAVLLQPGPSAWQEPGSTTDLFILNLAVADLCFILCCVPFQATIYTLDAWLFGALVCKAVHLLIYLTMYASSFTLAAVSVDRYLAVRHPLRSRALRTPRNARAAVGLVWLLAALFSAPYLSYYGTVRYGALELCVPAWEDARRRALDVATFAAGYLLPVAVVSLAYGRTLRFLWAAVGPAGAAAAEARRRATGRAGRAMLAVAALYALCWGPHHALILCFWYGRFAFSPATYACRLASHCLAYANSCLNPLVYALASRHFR
# V1R ag counter = activates human V1a receptor in oxytocin agonist counter-screen; actives 0.25% (n = 320,000); activation, % at 3 µM; AID 2797; CHO-V1R cells, Fluo-8 calcium fluorescence, agonist mode; 0% DMSO, 100% 3 nM vasopressin; P37288;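 active means activation above the mean activation of all tested compounds plus 3 SD, per screening run, cut at about 20% in these data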;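 further: signal is peak over basal fluorescence ratio across a 100 second FLIPR read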
# GPR7 antag = human neuropeptides B/W receptor 1 antagonism | P48145 | GPR7-expressing cells, fluorescence antagonist assay | inhibition, % at 4.4 µM | actives 1.1% (n = 290,000) | AID 1861; in the data active means inhibition above about 16%, passing the limit was not always enough;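 further: cells stimulated with the agonist NPW; 0% = agonist with vehicle and 100% = vehicle without agonist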
# PHOSPHO1 inh = blocks human PHOSPHO1 phosphatase activity. Q8TCT1. recombinant PHOSPHO1, absorbance phosphatase assay. inhibition, % at 13.3 µM. actives 1.1% (n = 290,000). AID 1565; in the data active means inhibition above about 60%
# Target sequence (Q8TCT1 whole entry, looked up): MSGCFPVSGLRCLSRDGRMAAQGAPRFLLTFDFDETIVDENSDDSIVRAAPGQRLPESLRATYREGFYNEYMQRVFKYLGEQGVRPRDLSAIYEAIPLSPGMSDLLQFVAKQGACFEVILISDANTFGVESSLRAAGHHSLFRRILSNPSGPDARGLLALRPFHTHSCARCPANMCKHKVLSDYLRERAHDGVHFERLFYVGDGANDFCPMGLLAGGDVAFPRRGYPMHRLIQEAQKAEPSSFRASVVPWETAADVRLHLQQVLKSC
# * = called active by the depositor; nt = not tested or not shown.
compound,MEKK2wt PB1 HTS,MEKK3 PB1 HTS,MEKK2mut PB1 HTS,OXTR agonist,NALP1 yeast inh,GalR3 antag,V1R ag counter,GPR7 antag,PHOSPHO1 inh
CCN1C(=O)C(CC(=O)NC2CCCCC2)N(CC)C1=O (configuration not stated),104,98,0,0.1,34,-3,-0.6,3,-3
Clc1ccc(CSc2nnc(NC3=NCCCCC3)s2)cc1,108,100,4,-2.5,7,-6,0.7,-5,7
O=C(COC(=O)c1ccccn1)c1ccc(Br)cc1,98,101,2,-0.8,-12,-5,-1.0,-9,-12
COc1cc(/C=N/N=C(N)N)ccc1OCc1ccc(Cl)cc1,230*,122,69*,-0.9,0,92*,0.6,14,8
O=C(NCCCn1ccnc1)/C(=C\c1ccccc1F)NC(=O)c1ccccc1,110,107,6,0.6,-2,-6,0.0,-12,19
Cc1ccc(S(=O)(=O)N(C)C)cc1NC(=S)N1CCCCC1CO (configuration not stated),92,95,-8,0.7,2,-2,1.8,-8,-15
Cc1nnc(Sc2nc3c(c(=O)[nH]c(=O)n3C)n2CCc2ccccc2)s1,98,102,9,-1.1,7,nt,0.4,nt,13
Clc1ccc(CSc2ncnc3nc[nH]c23)cc1,111,106,-1,2.1,29,-1,4.0,-2,-10
CCC(C)N1C(=O)C2C(C(=O)Nc3cccc(OC)c3)C3C=CC2(O3)C1C(=O)NC1CCCCC1C (configuration not stated),93,96,-3,-0.6,10,3,0.4,3,26
O=C(Nc1nnc(CCS(=O)(=O)c2ccc(Br)cc2)s1)c1ccc([N+](=O)[O-])cc1,97,97,-2,0.6,2,-3,0.4,-9,32
CN1C(=O)C(O)(CC(=O)c2ccc3c(c2)OCO3)c2ccccc21 (configuration not stated),95,99,3,0.5,28,6,1.0,-6,20
Clc1ccc(-c2noc(CN3CCCC3)n2)cc1,101,100,6,-0.9,12,0,-1.2,-3,7
CCCCNC(=O)/C(C#N)=C/c1ccc2c(c1)OCCO2,125,106,26,-0.3,16,0,1.9,-9,6
CN1C(=O)c2ccccc2N(C)C1c1cccc(O)c1 (configuration not stated),104,106,8,1.7,16,1,1.8,-5,44
CC(C)(C)n1nc2c(c1NC(=O)c1ccccc1)CS(=O)(=O)C2,89,100,-11,0.4,17,-4,0.5,1,9
COc1ccc(CCNC(=O)[C@H](C)NC(=O)N2CCn3c2nc2ccccc23)cc1OC,96,95,-1,2.2,-2,-2,-2.0,-15,34
CC(Sc1n[nH]c(N)n1)c1nc2scc(-c3cccs3)c2c(=O)[nH]1 (configuration not stated),104,104,3,-0.3,17,0,0.4,3,-80
CCOc1ccc(N=C(NN)c2ccc3ccccc3n2)cc1,105,120,0,-2.1,32,-2,0.2,-2,-9
O=C(Nc1ccc(NC(=O)c2ccco2)c(Cl)c1)c1ccc2c(c1)OCCO2,100,97,3,1.2,nt,-6,-0.1,-6,19
COc1cccc(Nc2ncc(C#N)c(N)n2)c1,98,96,-10,-2.0,-8,-2,-0.2,-10,20
O=C(c1ccc(CS(=O)(=O)c2ccc(Br)cc2)o1)N1CCN(c2ccccn2)CC1,105,108,4,-0.5,-9,3,1.8,-15,3
O=C(CSc1nnc(NC(=O)c2ccc(F)cc2F)s1)NC1CC1,97,101,5,2.2,19,-4,1.8,-15,8
COc1ccc(S(=O)(=O)NCCc2cn3nc(C)c(C)nc3n2)cc1F,96,98,-7,-0.6,21,2,0.6,8,24
COc1ccc(N2C=C3C(=O)C(C)(OC(=O)CCc4ccccc4)C(=O)C=C3C=C2c2ccc(C#N)cc2)cc1 (configuration not stated),92,95,5,-0.9,nt,0,-1.2,nt,22

# Part of the list above, with values under each structure.
# Values run as follows: MEKK2wt PB1 HTS, MEKK3 PB1 HTS, MEKK2mut PB1 HTS, OXTR agonist, NALP1 yeast inh, GalR3 antag, V1R ag counter, GPR7 antag, PHOSPHO1 inh
> CCCCNC(=O)/C(C#N)=C/c1ccc2c(c1)OCCO2
→ 125, 106, 26, -0.3, 16, 0, 1.9, -9, 6
> CN1C(=O)c2ccccc2N(C)C1c1cccc(O)c1 (configuration not stated)
→ 104, 106, 8, 1.7, 16, 1, 1.8, -5, 44
> CC(C)(C)n1nc2c(c1NC(=O)c1ccccc1)CS(=O)(=O)C2
→ 89, 100, -11, 0.4, 17, -4, 0.5, 1, 9
> COc1ccc(CCNC(=O)[C@H](C)NC(=O)N2CCn3c2nc2ccccc23)cc1OC
→ 96, 95, -1, 2.2, -2, -2, -2.0, -15, 34
> CC(Sc1n[nH]c(N)n1)c1nc2scc(-c3cccs3)c2c(=O)[nH]1 (configuration not stated)
→ 104, 104, 3, -0.3, 17, 0, 0.4, 3, -80
> CCOc1ccc(N=C(NN)c2ccc3ccccc3n2)cc1
→ 105, 120, 0, -2.1, 32, -2, 0.2, -2, -9
> O=C(Nc1ccc(NC(=O)c2ccco2)c(Cl)c1)c1ccc2c(c1)OCCO2
→ 100, 97, 3, 1.2, nt, -6, -0.1, -6, 19
> COc1cccc(Nc2ncc(C#N)c(N)n2)c1
→ 98, 96, -10, -2.0, -8, -2, -0.2, -10, 20
> O=C(c1ccc(CS(=O)(=O)c2ccc(Br)cc2)o1)N1CCN(c2ccccn2)CC1
→ 105, 108, 4, -0.5, -9, 3, 1.8, -15, 3
> O=C(CSc1nnc(NC(=O)c2ccc(F)cc2F)s1)NC1CC1
→ 97, 101, 5, 2.2, 19, -4, 1.8, -15, 8
> COc1ccc(S(=O)(=O)NCCc2cn3nc(C)c(C)nc3n2)cc1F
→ 96, 98, -7, -0.6, 21, 2, 0.6, 8, 24
> COc1ccc(N2C=C3C(=O)C(C)(OC(=O)CCc4ccccc4)C(=O)C=C3C=C2c2ccc(C#N)cc2)cc1 (configuration not stated)
→ 92, 95, 5, -0.9, nt, 0, -1.2, nt, 22

# Following part:
compound,MEKK2wt PB1 HTS,MEKK3 PB1 HTS,MEKK2mut PB1 HTS,OXTR agonist,NALP1 yeast inh,GalR3 antag,V1R ag counter,GPR7 antag,PHOSPHO1 inh
Cc1ccc(Cn2c(=N)c(S(=O)(=O)c3ccc(Br)cc3)cc3c(=O)n4ccccc4nc32)cc1,99,99,2,-0.4,8,nt,0.7,-18,24
CCCN(C(=O)Cc1nc(N)n[nH]1)C1(C(=O)Nc2ccccc2C)CCCCC1,101,99,1,-0.4,2,-4,-0.2,-6,8
Cc1ccc2[nH]c(=O)c(CN(Cc3ccccc3)C(=S)NCCCN(C)C)cc2c1,94,92,-1,0.4,10,-4,-0.4,9,-15
O=C(CNC(=O)c1ccccc1F)OCc1nc2ccccc2s1,83,87,-10,-0.3,14,5,0.2,-8,23
CN1C2CCC1CC(N(CCc1ccccc1)C(=O)c1ccc(Cl)cc1)C2 (configuration not stated),108,106,7,2.0,18,-14,1.3,10,16
CCc1ccc(NC(=O)CCc2nc3cccnc3n2Cc2ccc(OC)cc2)cc1,100,104,-2,-2.5,10,-4,0.6,-8,0
Cc1ccc(SCc2[nH]nc3c2C2(C(=O)Nc4ccc([N+](=O)[O-])cc42)C(C#N)=C(N)O3)cc1 (configuration not stated),89,97,-7,3.2,5,-6,0.1,-3,7
COc1ccc(C(c2nnnn2C2CCCCC2)N2CCN(c3ccccc3F)CC2)cc1 (configuration not stated),100,104,-1,-1.9,2,-4,-0.1,-3,-3
O=C1CCCc2[nH]c(-c3ccccc3)nc21,89,99,-9,0.1,7,-5,0.2,-4,19
Cc1cc(C)cc(C(=O)NC(CC(N)=O)c2ccc(NC3CCCCC3)c([N+](=O)[O-])c2)c1 (configuration not stated),97,108,4,-0.9,nt,-5,0.6,nt,34
Cc1cc(C(=O)CCl)c(C)n1-c1ccon1,93,101,-6,nt,-15,-4,nt,-12,36
Cc1cc(OCCCn2ccnc2)ccc1[N+](=O)[O-],104,103,3,2.9,1,-7,1.8,-11,3
O=C(O)c1ccc(CSc2n[nH]c(-c3ccco3)n2)cc1,101,99,1,1.3,8,-4,1.2,-2,-20
CCN1C(=O)c2ccccc2S(=O)(=O)c2ccc(C(=O)NC(C)C)cc21,106,101,3,0.9,19,-12,0.1,9,11
Cc1ccc(NC(=O)C(C)N2C(=O)C3CC=C(Cl)CC3C2=O)cc1 (configuration not stated),100,104,6,-1.4,16,0,-1.3,-7,10
CCN(CCNCC(O)COc1ccccc1C(C)C)c1cccc(C)c1 (configuration not stated),174*,109,44*,17,15,-9,9.1,8,33
CCCCCn1c(=O)c(-c2nc3ccccc3[nH]2)c(O)c2ccccc21,98,104,0,-0.1,1,2,0.8,0,24
CC(=O)c1cn(C)c(=O)[nH]c1=O,96,96,-5,0.2,-1,-5,1.3,-6,28
O=C(O)c1[nH]c2ccccc2c1C(c1cccc(O)c1)c1c(C(=O)O)[nH]c2ccccc12,105,107,2,0.4,10,-11,0.1,-5,14
CC1(C)C=C(c2ccc(C=O)s2)CC(C)(C)N1,105,103,9,1.4,35,-6,0.6,-9,-26
O=CN1CCN(C(=O)c2cccc3c2-c2ccccc2C3=O)CC1,100,102,6,0.4,19,-7,1.4,2,16
COC(=O)c1ccc(NC(=O)COc2ccc(S(=O)(=O)NC(C)(C)C)cc2)cc1,99,98,-2,4.6,8,-1,5.7,6,-2
O=S(=O)(N1CCCCC1)N1CCN(CC(O)COc2ccc3cc(Br)ccc3c2)CC1 (configuration not stated),130,100,8,7.8,31,-2,5.2,22,5
Cc1ccc(-c2nc(SCC(=O)Nc3cc(S(=O)(=O)N4CCCCC4)ccc3Cl)n[nH]2)cc1,113,111,2,2.4,6,-7,3.0,-11,-7
COc1ccc(NC(=O)CSc2ncnc3c2cnn3Cc2ccccc2)cc1OC,98,97,-2,7.9,19,-6,6.9,7,-9
COc1ccc(-c2nn(-c3ccccc3)cc2CNC(=O)c2cccc([N+](=O)[O-])c2)cc1,107,99,2,-0.7,13,-4,1.0,-4,-2
COc1ccc(OC)c(CNC(=O)CCS(=O)(=O)c2ccc3c(c2)oc(=O)n3C)c1,104,104,5,-0.3,-30,5,-0.2,-5,28
CCC(C)[C@H](NC(=O)N1CC(=O)Nc2ccccc21)C(=O)N1CCC[C@@H]1C(=O)O (some centres not stated),100,100,2,-0.3,24,5,0.0,-5,14
CC(C)[C@H](NC(=O)c1ccccc1Cl)C(=O)OCc1cc([N+](=O)[O-])cc2c1OCOC2,93,102,7,-0.8,24,-11,1.6,5,6
COC(=O)c1sc(=S)n(Cc2ccccc2)c1C,97,103,-3,-2.1,28,-3,-1.4,-5,30
c1ccc(C2=Nn3c(nnc3-c3ccncc3)SC2)cc1,nt,nt,nt,-0.6,5,3,-0.1,4,11
CCOC(=O)N1CCC(NC(=O)c2oc3c(F)cccc3c2C)CC1,104,102,3,-0.3,29,1,0.5,-23,22
O=S(=O)(c1ccc(Br)cc1)N1CCCC1,98,101,2,-0.4,-6,-8,-0.5,-11,nt
CCN1C(=O)N/C(=C/c2ccc(Sc3ccc(C)cc3)o2)C1=O,99,97,-1,-0.5,6,-5,4.6,7,6
Cc1nc([N+](=O)[O-])c(N2CCN(C)CC2)n1Cc1ccccc1,94,97,2,1.2,8,1,0.2,-17,34

# Screens as filed in PubChem.
